# Assay outcomes: PubChem BioAssay, Broad Institute
# esBAF inh = Bmi1 luciferase reporter increase in mESCs, primary screen, esBAF inhibitor project, mouse ES cells, Bmi1 luciferase knock-in, single point | 24 h; 100% = twice the neutral-well signal | AID 602393, 2012 | 350,000 tested, 2% active | reporter increase, % at 12.5 µM; in the data active means activation above about 40%;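 further: 0% = median of the plate's neutral control wells and 100% = double that signal; a rise in the Bmi1 reporter signal indicates esBAF inhibition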
# RAD54 branch = inhibitors of human RAD54 branch migration, primary screen, biochemical, fluorescence, single point; 360,000 tested, 0.14% active; inhibition, % at 10.4 µM; RAD54 Holliday junction branch migration, FAM/BHQ fluorescence;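 active means mean normalized replicate activity at least 40 and at least half of replicates scoring 40 or more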;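 further: 0% = median of neutral control wells and 100% = median of positive control wells; inhibitors cause a drop in the FAM fluorescence signal; in these data hits start at about 50%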
# ERp5 block = inhibitors of ERp5-driven insulin aggregation, primary screen, biochemical, turbidity, absorbance 650 nm, single point. inhibition, % at 9.99 µM. 350,000 tested, 0.05% active. Protein disulfide-isomerase A6 (Homo sapiens), Q15084. 90 min. AID 651711, 2012;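 active means mean replicate inhibition above about 25%, with every replicate also reaching it, limit read from the data, passing the limit was not always enough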
# PglD DTNB = C. jejuni PglD acetyltransferase inhibitors, primary screen, biochemical, DTNB colorimetric, single point. purified PglD enzyme, DTNB colorimetric CoA detection. inhibition, % at 12.5 µM. 360,000 tested, 0.098% active. AID 602405, 2012; in the data active means inhibition above about 16%, passing the limit was not always enough; further: strong numbers were not always called active
# E-sel inducer = E-selectin induction in HUVECs, primary screen, imaging, HUVEC, immunofluorescence imaging, single point. P16581. normalized: neutral wells 0, TNF-alpha wells 100. activation, % at 7.58 µM. 260,000 tested, 0.37% active. AID 686992, 2013;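 active means mean E-selectin-positive cell signal at least 10% of the positive control, reached in at least 60% of replicates, without over 20% cell loss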;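 further: in these data hits start at about 27%; measured in HUVEC primary endothelial cells; signal is the percent of cells scored E-selectin positive by PE staining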
#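 material = human umbilical vein endothelial cells (HUVEC), E-selectin induction | quantity = 3,000 cells/well | medium = EGM-2 growth medium on 0.1% gelatin-coated wells | technique = immunofluorescence imaging | read-out basis = % PE-positive cells | control set = TNF-alpha positive control, DMSO neutral control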
# ARNT TACC3 PPI = disruptors of ARNT/TACC3 protein interaction, primary screen, biochemical, AlphaScreen, single concentration; AlphaScreen His-ARNT PAS-B/GST-TACC3 binding, luminescence; TACC3 fragment carries E629A point mutation; inhibition, % at 9.99 µM; 390,000 tested, 0.66% active; AID 623870, 2012; Transforming acidic coiled-coil-containing protein 3 (Homo sapiens), Q9Y6A5;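 active means mean inhibition of replicates at least 50% and at least half of replicates each reaching 50%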;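 further: 0% = complete ARNT plus TACC3 wells and 100% = ARNT alone without TACC3; many hits fall short of the cut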
# RAD52 inh = RAD52 DNA annealing inhibitors, primary screen, biochemical, FRET, single point, set 2; recombinant RAD52 DNA annealing, FRET fluorescence; inhibition, % at 18.7 µM; 360,000 tested, 0.46% active; AID 651710, 2012;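 active means every replicate showing at least 50% inhibition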
# Target sequence (P43351 whole entry, looked up): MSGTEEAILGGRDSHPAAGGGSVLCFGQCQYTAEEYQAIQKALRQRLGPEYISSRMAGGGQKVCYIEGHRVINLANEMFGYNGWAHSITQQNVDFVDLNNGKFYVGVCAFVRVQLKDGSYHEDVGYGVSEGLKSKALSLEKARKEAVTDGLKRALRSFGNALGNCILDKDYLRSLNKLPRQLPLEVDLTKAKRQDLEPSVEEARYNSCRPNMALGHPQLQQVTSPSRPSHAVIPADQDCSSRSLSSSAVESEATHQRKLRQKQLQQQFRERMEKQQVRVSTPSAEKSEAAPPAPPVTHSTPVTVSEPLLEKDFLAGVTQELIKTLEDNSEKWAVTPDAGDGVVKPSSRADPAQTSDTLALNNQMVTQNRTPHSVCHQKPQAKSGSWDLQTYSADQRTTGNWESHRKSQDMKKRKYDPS
# Casp6 inh = human caspase-6 inhibitors, primary screen, biochemical, VEID-R110 fluorescence, single point, set 2. purified caspase-6, Z-VEID-R110 cleavage fluorescence. inhibition, % at 12.5 µM. 350,000 tested, 0.53% active;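 active means mean inhibition across replicates at least about 35%, with every replicate also reaching that limit, limit read from the data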;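 further: 0% = median of neutral control wells and 100% = no fluorescence left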
# Target sequence (P55212 24-179 limits assumed): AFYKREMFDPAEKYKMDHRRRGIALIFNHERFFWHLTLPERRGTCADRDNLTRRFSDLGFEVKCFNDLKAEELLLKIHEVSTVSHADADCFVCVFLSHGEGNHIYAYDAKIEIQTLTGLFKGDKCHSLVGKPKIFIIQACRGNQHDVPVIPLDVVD
# Target sequence (P55212 194-293 limits assumed): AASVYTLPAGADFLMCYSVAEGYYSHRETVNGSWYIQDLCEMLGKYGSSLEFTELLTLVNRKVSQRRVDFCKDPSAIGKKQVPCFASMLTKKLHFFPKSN
# * marks the source's active call; other numbers are inactive results; . = no result given.
# The first nine records, ahead of the listing:
SMILES,esBAF inh,RAD54 branch,ERp5 block,PglD DTNB,E-sel inducer,ARNT TACC3 PPI,RAD52 inh,Casp6 inh
O=C(C1CCCN(S(=O)(=O)c2ccc(Cl)cc2)C1)N(Cc1cccs1)C1CC1 (centres undefined),7.2,6.4,.,-3.8,.,-2.1,.,.
O=C(Cn1c(=O)oc2ccccc21)N1CCOCC1,.,.,-0.8,.,.,1.5,-8.7,-2.8
Cc1ccc(NC(=O)[C@H](CC(C)C)NC(=O)[C@@H]2Cc3ccccc3CN2)cc1,14.2,-5.9,-0.3,-2.7,.,2.4,-14.6,-3.9
O=C(CNC(=O)c1ccc(Cl)cc1Cl)OCCOc1ccccc1F,4.4,-0.4,9.1,-3.3,.,-2.9,-5.2,2.1
CC(C)(C)NC(=O)CSC(=Nc1ccccc1F)NC#N,35.7,-25.5,.,-2.0,-1.0,-0.4,.,.
C[C@@H]1CCCCO[C@H](CN(C)Cc2ccncc2)[C@H](C)CN([C@H](C)CO)C(=O)c2cc(NC(=O)CCC(F)(F)F)ccc2O1,-1.6,-3.8,-2.7,2.3,-0.2,-18.5,-10.6,-1.9
COCCCNC(=O)C1CCC(=O)N1Cc1ccccc1Cl (centres undefined),-9.6,-7.4,.,0.8,.,-4.6,.,.
OC(COc1ccccc1F)CN1CCC(Cc2ccccc2)CC1 (centres undefined),-3.9,6.2,-2.1,-3.2,0.1,-0.4,6.0,0.2
O=C(CSc1nnc(NC(=O)c2ccccc2[N+](=O)[O-])s1)NCc1ccco1,7.7,-11.9,-0.2,7.2,-0.1,6.2,-12.1,2.0

# Main list, previewed entries included:
SMILES,esBAF inh,RAD54 branch,ERp5 block,PglD DTNB,E-sel inducer,ARNT TACC3 PPI,RAD52 inh,Casp6 inh
O=C(C1CCCN(S(=O)(=O)c2ccc(Cl)cc2)C1)N(Cc1cccs1)C1CC1 (centres undefined),7.2,6.4,.,-3.8,.,-2.1,.,.
O=C(Cn1c(=O)oc2ccccc21)N1CCOCC1,.,.,-0.8,.,.,1.5,-8.7,-2.8
Cc1ccc(NC(=O)[C@H](CC(C)C)NC(=O)[C@@H]2Cc3ccccc3CN2)cc1,14.2,-5.9,-0.3,-2.7,.,2.4,-14.6,-3.9
O=C(CNC(=O)c1ccc(Cl)cc1Cl)OCCOc1ccccc1F,4.4,-0.4,9.1,-3.3,.,-2.9,-5.2,2.1
CC(C)(C)NC(=O)CSC(=Nc1ccccc1F)NC#N,35.7,-25.5,.,-2.0,-1.0,-0.4,.,.
C[C@@H]1CCCCO[C@H](CN(C)Cc2ccncc2)[C@H](C)CN([C@H](C)CO)C(=O)c2cc(NC(=O)CCC(F)(F)F)ccc2O1,-1.6,-3.8,-2.7,2.3,-0.2,-18.5,-10.6,-1.9
COCCCNC(=O)C1CCC(=O)N1Cc1ccccc1Cl (centres undefined),-9.6,-7.4,.,0.8,.,-4.6,.,.
OC(COc1ccccc1F)CN1CCC(Cc2ccccc2)CC1 (centres undefined),-3.9,6.2,-2.1,-3.2,0.1,-0.4,6.0,0.2
O=C(CSc1nnc(NC(=O)c2ccccc2[N+](=O)[O-])s1)NCc1ccco1,7.7,-11.9,-0.2,7.2,-0.1,6.2,-12.1,2.0
C[C@H](CO)N1C[C@H](C)[C@@H](CN(C)Cc2ccc(C(=O)O)cc2)Oc2ccc(NC(=O)Nc3ccc(F)cc3)cc2C1=O,-5.3,-0.3,2.6,7.3,-3.5,-1.3,0.9,0.6
CC(=O)c1ccc(NC(=O)CCCC(=O)c2ccccc2)cc1,-7.8,3.0,1.8,-1.1,0.0,-0.1,-18.8,-2.0
O=C(Nc1ccc(Cl)cc1)N[C@@H]1CC[C@@H](CCNC(=O)c2ccccc2F)O[C@@H]1CO,-1.4,-4.5,-2.8,6.6,-0.5,-5.2,4.5,0.3
Cc1noc(C)c1S(=O)(=O)Nc1ccc2c(c1)C(=O)N([C@@H](C)CO)C[C@@H](C)[C@@H](CN(C)S(C)(=O)=O)OCCCC[C@@H](C)O2,6.0,21.4,1.5,2.5,0.2,6.2,0.6,-2.7
O=C(c1cc(COc2c(F)cccc2F)on1)N(Cc1ccccc1)CC1CC1,6.6,-0.5,-3.0,-4.2,.,-13.2,-3.4,3.2
CN(C(=O)c1ccc(Cl)cc1)C1=CCCCC1CCC#N (centres undefined),3.3,-6.8,.,2.1,.,-3.5,.,.
COC(=O)Cc1c(C)c2ccc(OCC(=O)N3CCCC3)c(C)c2oc1=O,-5.5,-7.1,-2.2,1.9,0.6,0.5,-3.5,-1.2
COc1ccccc1CNc1nc(NCCOc2ccccc2)c2sccc2n1,-4.7,7.2,1.4,-2.5,1.0,.,-12.4,-4.7
NC(=O)C1CCN(C(=S)NCCc2ccccc2)CC1,.,.,1.9,.,2.0,-11.1,-20.8,-1.7
COc1ccc(OC)c(NC(=S)NCCC(c2ccccc2)c2ccccc2)c1,.,-5.5,-4.1,2.3,.,.,-1.9,-0.9
CCOc1cccc(C(=O)NC(=S)Nc2ccccc2)c1,.,.,-3.6,.,-2.2,-5.1,-0.8,1.3
CCOC(=O)Cc1c(C)c2c(C)[nH]nc2oc1=O,-0.4,-7.4,.,9.3,.,-1.8,.,.
CCOC(=O)C1C(=O)C(=O)N(C2CCCCC2)C1C(=O)OCC (centres undefined),2.1,5.6,3.9,0.0,0.0,-4.0,-6.1,-1.8
CC(=O)c1ccc(S(=O)(=O)N2CCCC(N(C)CCc3ccccc3)C2)cc1 (centres undefined),8.0,3.0,-1.0,7.3,.,-7.2,-10.5,-3.6
CCC(C)(C)NC(=O)CN(C(=O)c1snc(C(N)=O)c1N)c1ccc2c(c1)OCCO2,20.4,13.3,2.1,3.4,.,3.8,-17.4,-3.1
O=C(C[C@H]1C[C@H]2c3cc(NC(=O)Nc4ccc(C(F)(F)F)cc4)ccc3O[C@H]2[C@H](CO)O1)NCc1ccc(Cl)cc1,2.2,0.1,1.7,2.6,0.9,-0.3,13.6,-2.4
CCn1cc(S(=O)(=O)Nc2cc(C)ccc2F)cn1,.,-1.1,1.1,-4.5,0.0,-0.2,0.0,-0.1
CC(C)CC#Cc1ccc2c(c1)O[C@@H](CN(C)C)[C@H](C)CN([C@H](C)CO)S2(=O)=O,-10.3,-6.9,-10.5,1.3,-0.2,-4.8,13.1,-1.4
COc1ccc(N(CCOc2ccccc2)S(=O)(=O)c2ccccc2)cc1,-1.8,2.7,-13.9,-0.5,.,-3.6,-1.7,0.9
COC(=O)c1ccc2nc(-c3ccc(F)cc3)c(Cc3ccccc3OC)n2c1,.,.,-15.3,.,0.0,.,-203.9,-1.5
CN(C(=O)c1ccccc1)c1nccnc1C#N,2.1,-6.5,4.3,-3.7,0.2,48.5*,-15.5,-2.1
CC(=O)c1cccc(NC(=O)C2(C)Cc3c(-c4ccccc4)ccnc3O2)c1 (centres undefined),6.9,-0.2,-0.2,0.9,0.0,.,-13.8,3.9
CC1(C)Cc2c(C#N)c(N)n(-c3ccccc3)c(=O)c2CO1,-8.4,5.7,.,-1.1,.,-0.3,.,.
Cc1ccc(-c2c(C(=O)N/N=C/C3CC=CCC3)nnn2-c2nonc2N)cc1 (centres undefined),-3.5,-3.5,-3.1,-1.5,.,5.3,-9.4,-7.5
O=C(Nc1ccc(F)cc1)c1ccc2c(=O)n3c(nc2c1)CCCCC3,57.5*,-3.9,12.7,1.1,.,2.4,-8.7,-0.3
O=C(C[n+]1cccc(/C=N/O)c1)NC(=O)Nc1ccccc1,.,.,-0.2,.,0.1,.,-6.6,4.7
CN(C)C(=O)c1ccc(-c2ccc([C@@H]3[C@H](CO)N4CCCCN(C(=O)C5CCC5)C[C@@H]34)cc2)cc1,.,2.1,-1.2,0.5,.,-3.9,3.4,1.3
COC(=O)c1ccccc1NC(=O)c1noc2c1CCC2,2.8,-4.9,.,-1.8,.,2.6,.,.
CCN(CC)c1ccc(NC(=O)CCCOc2cccc(C)c2)cc1,-7.1,.,1.1,.,.,2.6,-7.7,3.5
COC(=O)C[C@@H]1CC[C@@H]2[C@H](COc3ccc(NC(=O)c4cc(F)cc(F)c4)cc3C(=O)N2C)O1,-1.2,2.3,.,-4.7,-0.1,1.2,.,.
COCc1nc2sc(C)c(C)c2c(=O)[nH]1,4.0,-5.7,.,0.5,.,1.7,.,.
C=CCN(C(=O)CSc1nc2ccsc2c(=O)n1Cc1ccc(C(=O)O)cc1)c1ccccc1,-3.1,-2.0,3.3,-5.8,-0.3,.,-7.1,0.6
O=C(Cc1ccc(Cl)cc1)NCCCn1ccnc1,5.1,-1.3,.,6.9,.,-20.0,.,.
O=C(NCc1ccccc1)C(=O)NCC1OCCN1S(=O)(=O)c1cccs1 (centres undefined),2.9,-5.3,-1.2,2.1,4.0,-1.8,-18.4,1.0
Cc1noc(C)c1NC(=O)Nc1cccc2c1O[C@@H](CN(C)S(=O)(=O)c1ccc(Cl)cc1)[C@H](C)CN([C@H](C)CO)C2=O,4.7,-26.9,11.7,-1.1,0.1,-2.9,-9.7,-2.5
Cc1nn(C(C)c2nc(-c3ccccc3)no2)c(C)c1[N+](=O)[O-] (centres undefined),-1.7,-9.7,.,-0.6,.,0.4,.,.
C[C@H](CO)N1C[C@H](C)[C@H](CN(C)Cc2ccc(Oc3ccccc3)cc2)Oc2c(NC(=O)C3CC3)cccc2C1=O,-1.4,-4.8,3.1,7.5,-0.3,11.0,12.9,0.2
O=C(CCNS(=O)(=O)c1cccc2nonc12)NCCc1ccc(Cl)cc1,-2.2,10.3,.,4.9,.,-5.2,.,.
COc1ccc(/C=C/C(=O)OCC(=O)Nc2ncc(Cl)cc2Cl)cc1,-8.4,-3.7,0.9,-5.3,5.8,-6.1,-119.6,0.1
CC1(C)CC(=O)C=C(c2ccc(-c3cccc4c3sc3ccccc34)cc2)C1=O,3.3,4.8,3.1,4.0,0.3,.,-5.4,-3.4
CC(Oc1ccccc1F)c1nnc(SCC(=O)N(c2ccccc2)C2CCS(=O)(=O)C2)o1 (centres undefined),-3.4,0.2,-4.1,-1.8,1.6,.,-3.5,0.6
COC(=O)C1=C(C)N(C)C(=NCc2cc(OC)c(OC)c(OC)c2)NC1c1cccc(C(F)(F)F)c1 (centres undefined),.,.,-3.6,.,-0.3,.,-21.2,-6.3
O=C(CSc1ncccc1C(=O)O)NC1CCCCC1,4.5,-3.7,-4.0,-3.6,0.0,30.0,-13.1,-2.6
COc1ccc(C(O)c2nc(-c3cccc4cccnc34)cs2)cc1 (centres undefined),-4.1,-0.3,1.7,1.2,0.2,.,-1.6,-1.6
Cc1cc(NC(=O)Cn2cc([N+](=O)[O-])cn2)n(Cc2ccc(F)cc2)n1,.,.,0.0,.,.,0.9,-0.6,0.2
CCC(=O)N1[C@@H](CO)[C@@H]2c3ccccc3N(S(=O)(=O)c3ccccc3F)C[C@@H]21,-3.9,-15.2,-1.8,-0.1,0.0,-13.6,-2.4,0.1
O=C(OCc1ccc(F)cc1)c1cc(=O)c2ccccc2o1,-0.7,-0.9,0.5,1.4,0.1,-17.0,-17.9,-6.1
COc1ccccc1C1NC(=O)NC(C)=C1C(=O)OCC1CCCCC1 (centres undefined),-2.9,-0.9,-0.7,3.4,-0.3,.,3.6,-2.4
